Cycloheximide cs: Cycloheximide Counterscreen for Small Molecule Inhibitors of Shiga Toxin | max response, % | 300,000 tested, 12% active | cell reporter, cycloheximide protein synthesis inhibition counterscreen; in the data active means max response mostly above about 13%, no sharp cut-off; inactive means mostly below about 14%; further: read at 38.3 µM for the half of the compounds with a filed dose; 0% is about no effect
LmPK inhibitor: qHTS Assay for Inhibitors of Leishmania Mexicana Pyruvate Kinase (LmPK); 290,000 tested, 0.37% active; purified LmPK, Kinase-Glo ATP luminescence, 1 h; AID 1721, 2009; Potency, µM (doses to about 57.5 µM), for inactives: top-dose activity change, negative = inhibition, most hits filed as inhibitors; Q27686; further: potency means the concentration at half of the fitted maximal effect; on the % scale 0 is the no-effect control and ±100 the full control effect
Target sequence (Q27686 whole entry, looked up): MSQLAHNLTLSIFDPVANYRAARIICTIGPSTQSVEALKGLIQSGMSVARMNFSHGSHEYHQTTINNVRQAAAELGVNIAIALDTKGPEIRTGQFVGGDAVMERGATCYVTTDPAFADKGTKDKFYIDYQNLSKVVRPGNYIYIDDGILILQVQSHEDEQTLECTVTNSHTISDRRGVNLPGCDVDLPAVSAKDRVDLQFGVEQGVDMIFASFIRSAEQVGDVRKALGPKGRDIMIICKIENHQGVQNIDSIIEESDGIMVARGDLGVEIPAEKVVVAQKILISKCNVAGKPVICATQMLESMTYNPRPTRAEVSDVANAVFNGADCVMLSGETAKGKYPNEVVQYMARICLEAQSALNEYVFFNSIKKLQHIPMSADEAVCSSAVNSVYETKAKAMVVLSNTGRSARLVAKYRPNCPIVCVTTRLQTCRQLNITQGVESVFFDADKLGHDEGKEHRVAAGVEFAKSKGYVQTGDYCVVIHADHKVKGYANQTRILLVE
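Pyruvate kinase activity monitored as ATP production (luciferase luminescence). Conditions: 0.1 nM enzyme, 0.5 mM PEP, 0.1 mM ADP, 1 h, RT; normalized against uninhibited and no-enzyme wells.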
AmpC inh no detg: qHTS Inhibitors of AmpC Beta-Lactamase (assay without detergent); AmpC nitrocefin hydrolysis, absorbance 480 nm, 0.0001% Triton; Potency, µM (titrated, usually from 57.1 µM), for inactives: at the top dose activity change, negative = inhibition, usual class: inhibitors; P00811; 330,000 tested, 0.52% active; AID 485341, 2010;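 further: potency means the concentration at half of the fitted maximal effect; plate controls were no compound for no effect and no enzyme for full effect; nearly all actives have a fitted effect of over 20% in size; some results filed as inactive show a strong effect at the top dose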
Target sequence (P00811 whole entry, looked up): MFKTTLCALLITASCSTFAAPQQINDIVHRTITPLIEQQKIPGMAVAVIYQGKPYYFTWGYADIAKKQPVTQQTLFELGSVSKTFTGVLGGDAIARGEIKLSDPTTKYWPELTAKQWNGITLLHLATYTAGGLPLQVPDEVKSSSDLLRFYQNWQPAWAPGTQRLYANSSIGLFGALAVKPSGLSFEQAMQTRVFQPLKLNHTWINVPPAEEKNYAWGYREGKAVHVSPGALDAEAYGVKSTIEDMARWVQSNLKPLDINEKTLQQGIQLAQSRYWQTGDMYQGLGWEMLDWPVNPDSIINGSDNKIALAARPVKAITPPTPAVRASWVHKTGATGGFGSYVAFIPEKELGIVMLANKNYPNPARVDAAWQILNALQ
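AmpC (5.3 nM in the dispensed reagent) in 20 mM phosphate pH 7.0 with 0.01% (detergent screen) or 0.0001% Triton X-100 was preincubated with compounds for 15 min at room temperature. Nitrocefin was then added from an 800 uM solution, and hydrolysis was followed at 480 nm.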
TbPYK inhibitor: qHTS of Trypanosoma Brucei Inhibitors | Potency, µM (titrated, usually from 76.8 µM), for inactives: at the top dose activity, negative = inhibition, hits mostly inhibitors | TbPYK enzyme, Kinase-Glo Plus ATP luminescence, 45 min | 410,000 tested, 0.12% active; further: potency means the concentration at half of the fitted maximal effect; on the % scale 0 is the no-effect control and ±100 the full control effect; nearly all actives have a fitted effect of over 50% in size
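Luminescent Kinase-Glo Plus end-point after 45 min room-temperature reaction of T. brucei pyruvate kinase started with 130 uM ADP (final). Buffer TEA 50 mM pH 7.2 with KCl, MgCl2, BSA, Tween-20; titration-based qHTS with fitted concentration-effect curves.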
Pf growth 48h: Primary qHTS for delayed death inhibitors of the malarial parasite plastid, 48 hour incubation. 310,000 tested, 5.9% active. AID 504832, 2011. P. falciparum luciferase growth in erythrocytes, 48 h. Potency, µM (titrated, usually from 28.7 µM), for the others: top-dose activity change, negative = inhibition, usual class: inhibitors; further: potency means the concentration at half of the fitted maximal effect; on the % scale 0 is the no-effect control and ±100 the full control effect
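Luciferase-expressing parasites in RBCs, 2% Hct / 0.1% parasitemia final; RPMI 1640 + 0.5% Albumax; 37 C, 5% CO2, one generation; luminescence read-out, lower signal = inhibition.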
Shiga inhibitor: A qHTS for Small Molecule Inhibitors of Shiga Toxin; Vero cells, Shiga toxin protein synthesis inhibition reporter; inhibition, % at 38.7 µM; 290,000 tested, 9.2% active; in the data active means inhibition mostly above about 28%, no sharp cut-off; inactive means mostly below about 43%; further: 0% is about no effect
Pf growth 96h: Primary qHTS for delayed death inhibitors of the malarial parasite plastid, 96 hour incubation | P. falciparum luciferase reporter growth, 96 h | Potency, µM (titrated, usually from 28.7 µM), for inactives: at the highest dose activity change, negative = inhibition, hits mostly inhibitors | 320,000 tested, 6.9% active; further: potency means the concentration at half of the fitted maximal effect; on the % scale 0 is the no-effect control and ±100 the full control effect
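P. falciparum expressing integrated firefly luciferase, in erythrocytes at 2% hematocrit, 0.05% parasitemia, incubated with compounds 96 h at 37 C, 5% CO2. Growth inhibition read as loss of luminescence; two-generation exposure targets delayed-death apicoplast inhibitors.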
Starred values were filed as active, the others as inactive; ? = inconclusive; nt = not tested or not shown; + = active, no number; [ ] = remark or other dose. Unless noted, the call rests on the fitted dose curve; in most records, active means well fitted curve in the direction sought with a large enough effect; inconclusive means small, poorly fitted or top-dose-only effect, or another doubt; inactive means no such curve, though single readings can be large; an effect the other way counts as inactive or inconclusive.

SMILES,Cycloheximide cs,LmPK inhibitor,AmpC inh no detg,TbPYK inhibitor,Pf growth 48h,Shiga inhibitor,Pf growth 96h
Cc1[nH]c2ccccc2c1C(=O)CN1CCSCC1,-3,8%,-26%,4%,18%,-5,-13%
CC(C)(C)C(=O)N1CCN(c2ncccc2C(F)(F)F)CC1,5,-4%,16%,-6%,?,9,0%
O=C1CSC(c2ccc([N+](=O)[O-])cc2)N1Cc1ccccc1 (stereo not drawn),-3,-6%,-1%,-7%,-10%,-5,-9%
OC(CNCc1ccccc1)(c1ccccc1)c1ccccc1,7,-3%,-38%,1%,13µM*,8,8.3µM*
COc1ccccc1NS(=O)(=O)c1cccc(C(=O)OCc2nc3ccccc3s2)c1,49*,0%,2%,-16%,43%[activator],76*,59%[activator]
COCCNS(=O)(=O)c1cc(OC)c(Cl)cc1Cl,6,3%,-15%,nt,-13%,-7,6%
COc1ccc(-c2cc3nc(C)cc(N)n3n2)cc1,15*,3.5µM*,-22%,22µM*,139%[activator],73,122%[activator]
COc1ccccc1NC(=O)CCn1cccc1,-1,3%,-18%,4%,4%,5,3%
O=C(COc1ccccc1F)NC12CC3CC(CC(C3)C1)C2,-6,0%,2%,-4%,60%[activator],-9,?
COc1ccccc1NC(=O)CCCNC(=O)Cn1cnc2sc(C)c(C)c2c1=O,-4,8%,47%,-1%,-6%,-6,?
Nc1cc(N)nc(SCC(=O)NNC(=O)Cc2ccccc2)n1,2,4%,-20%,-6%,0%,-17,21%
CCC(c1nnnn1C(C)(C)CC)N1CCN(c2ccccc2F)CC1 (stereo not drawn),-2,-1%,-1%,0%,?,13,?
CCOC(=O)N1CCN(Cc2nc(N)nc(Nc3ccc(Cl)cc3)n2)CC1,14*,7%,23%,-2%,7%,40,?
OC1(c2ccccc2F)CC2CCC(C1)N2CCN1CCOCC1 (stereo not drawn),-2,0%,-21%,6%,18%,-6,33%[activator]
Cc1ccc(Cl)c(OCCN2CCc3ccccc3C2)c1,-3,-4%,15%,-6%,-2%,6,?
Cc1ccccc1-c1noc(-c2ccccc2C(=O)NCc2ccco2)n1,18*,2%,-14%,-11%,-12%,60*,-17%
Cc1ccc(NC(=S)Nc2cccc3cnccc23)c(C)c1,15,-5%,-24%,-1%,-8%,24,1%
CS(=O)(=O)c1cccc(C(=O)NCc2ccccc2)c1,1,0%,-23%,0%,9%,20,-27%
CC(C)C[C@H](NC(=O)OC(C)(C)C)C(=O)N/N=C/C1=Cc2ccccc2OC1C (stereo partly drawn),-3,-2%,57%,10%,nt,-11,?
COc1ccc(C2=NN(C(=O)CCCC(=O)O)C(c3cccs3)C2)cc1OC (stereo not drawn),16,0%,-18%,-2%,-5%,4,-1%

Some of the entries above, set out differently:
> COc1ccccc1NS(=O)(=O)c1cccc(C(=O)OCc2nc3ccccc3s2)c1
  Cycloheximide cs: 49*	LmPK inhibitor: 0%	AmpC inh no detg: 2%	TbPYK inhibitor: -16%	Pf growth 48h: 43%[activator]	Shiga inhibitor: 76*	Pf growth 96h: 59%[activator]

> COc1ccc(C2=NN(C(=O)CCCC(=O)O)C(c3cccs3)C2)cc1OC (stereo not drawn)
  Cycloheximide cs: 16	LmPK inhibitor: 0%	AmpC inh no detg: -18%	TbPYK inhibitor: -2%	Pf growth 48h: -5%	Shiga inhibitor: 4	Pf growth 96h: -1%

> Cc1ccc(Cl)c(OCCN2CCc3ccccc3C2)c1
  Cycloheximide cs: -3	LmPK inhibitor: -4%	AmpC inh no detg: 15%	TbPYK inhibitor: -6%	Pf growth 48h: -2%	Shiga inhibitor: 6	Pf growth 96h: ?

Further entries.
SMILES,Cycloheximide cs,LmPK inhibitor,AmpC inh no detg,TbPYK inhibitor,Pf growth 48h,Shiga inhibitor,Pf growth 96h
O=C(CSc1nnc(NC(=O)C2CC2)s1)Nc1ccccc1,8,-7%,-19%,9%,7%,-6,-3%
Cc1ccc2cccc(OCC(=O)Nc3ccc4c(c3)OCO4)c2n1,-3,-4%,-28%,1%,-4%,48,-3%
CCc1ccc(-c2csc3[n+]2CCN3C(C)=O)cc1,5,-1%,27%,?,2.9µM*,20,?
CC1=C(C(=O)Nc2ccccn2)C(c2ccccc2Cl)NC(=S)N1 (stereo not drawn),40*,-5%,-28%,-3%,73%[activator],100*,?
CCOC(=O)CNC(=O)CSc1nc(-c2cccc(C)c2)ns1,11,7%,1%,-18%,5%,26,48%[activator]
CCOc1ccc(N=C2SCCCN2C)cc1,1,-4%,-6%,12%,0%,1,?
CC(C)CC(NS(=O)(=O)c1cc(C(=O)O)ccc1Cl)C(=O)O (stereo not drawn),1,2%,-16%,-4%,14%,-1,25%
CC(/C=N\NC(=O)Cn1cncn1)=C/c1ccc(C(C)C)cc1,24*,3%,3%,0%,23%,81*,20%
COc1ccccc1OCc1ccc(C(=O)Nc2ccccc2F)cc1,6.7*,-6%,-35%,-7%,105%[activator],47*,2%
O=C(C(=O)N1CCCCCC1)c1c[nH]c2ccccc12,1,-1%,-3%,4%,-2%,13,-18%
CC(C(=O)NC1CCCC1)N1C(=O)c2cccc3cccc1c23 (stereo not drawn),-1,-5%,1%,-2%,?,11,2.3µM*
CN1C(=O)c2ccc(NC(=O)c3ccc(N4CCCCC4)c([N+](=O)[O-])c3)cc2C1=O,-2,3%,-23%,7%,10%,-1,-9%
Cn1c(=O)c(=O)n(C)c2cc([N+](=O)[O-])c(N3CCOCC3)cc21,-4,3%,-1%,-3%,10%,-9,6%
CCN(C(=O)COC(=O)c1ccc2c(c1)OCO2)c1c(N)n(Cc2ccccc2)c(=O)[nH]c1=O,nt,nt,-11%,6%,9%,nt,10%
NC(=O)C1CCN(C(=O)CN(c2cccc(C(F)(F)F)c2)S(=O)(=O)c2ccccc2)CC1,1,-1%,53%,1%,4%,-5,-39%
O=C(NCC1OCCc2ccccc21)c1ccc(NC(=O)c2cccc(Br)c2)cc1 (stereo not drawn),-2,3%,-18%,1%,?,-9,-21%
Clc1cccc2sc(N3CCN(c4ccccc4)CC3)nc12,17,0%,-35%,1%,49%[activator],19,-1%
NC(=O)c1ccc(N2CCCCC2)c(N2C(=O)C3CC=CCC3C2=O)c1 (stereo not drawn),-6,-1%,-40%,-7%,-8%,-17,31%[activator]
Cc1c(C(=O)NCC2COc3ccccc3O2)oc2ccc(S(=O)(=O)N3CCOCC3)cc12 (stereo not drawn),-2,1%,40%,2%,?,-8,22%
Cc1cccc(-n2c(SCc3cc(=O)n4ccsc4n3)nc3ccccc32)c1,20*,-6%,92%[activator],?,2.9µM*,23,4.1µM*
O=C(Oc1cccc(C(=S)N2CCOCC2)c1)c1ccc([N+](=O)[O-])cc1,-4,5%,-7%,0%,24%,3,-26%
COc1ccc(C(=O)Nc2ccc3c(c2)OCCO3)cc1S(=O)(=O)N1CCOCC1,nt,nt,-15%,-1%,?,nt,10µM*
CCC1(C)Cc2c(sc3nc(SC)[nH]c(=O)c23)CO1 (stereo not drawn),1,0%,-30%,-1%,?,18,9.3µM*
COc1ccc(C(=O)Nc2cccc(-c3nnc(-c4ccco4)o3)c2)cc1,31*,2%,-11%,4%,nt,57,nt
Cc1ccsc1C(=O)OCC(=O)NCCCc1ccccc1,9,3%,-30%,0%,-5%,33,46%[activator]
CN1C(=O)C(C)(C)c2cc(S(=O)(=O)N3CCN(c4cccc(Cl)c4)CC3)ccc21,8,2%,48%,-3%,?,2,6%
Cc1nc2cc(-c3cccc(F)c3)nn2c(C)c1CCC(=O)NC(C)CCc1ccco1 (stereo not drawn),-4,8%,152%[activator],2%,nt,-8,10µM*
COCCNc1ncnc2c1[nH]c1ccccc12,6,-3%,-14%,-2%,-1%,9,-3%
O=C(Nc1ccon1)c1ccc(Cl)s1,15*,-2%,-9%,0%,61%[activator],15,12%
Nc1ccc2c(c1)-c1ccccc1S(=O)(=O)N2,-2,0%,-58%,-28%,5%,-5,-28%
CCCc1cc(C(=O)OC)c(NC(=O)OCC)s1,5,-2%,-11%,-4%,-3%,-4,?
COc1ccc2[nH]c(N=Nc3ccccc3C)c(O)c2c1,16,-3%,?,-32%,83%[activator],+,-29%
Cc1ccccc1CNC(=O)CCC(=O)N1Cc2ccccc2Oc2ncccc21,-2,-1%,16%,11%,?,14,12µM*
COc1ccc(S(=O)(=O)Nc2ccccc2C(=O)NCc2cccnc2)cc1OC,0,2%,-12%,1%,3%,-4,35%[activator]
O=C(NCCc1c[nH]c2ccccc12)C(=O)NCC1OCCCN1S(=O)(=O)c1ccc(F)cc1 (stereo not drawn),-6,2%,?,2%,?,-5,?
COc1cc(NC(=O)c2noc3c2CCC3)c(OC)cc1Cl,3,-5%,-24%,-14%,2.6µM*,1,462%[activator]
COc1ccc(C(=O)NCCc2nnc3ccc(SCC(=O)N4CCCC4)nn23)cc1,-1,-2%,-10%,-9%,23%,2,19%
CC(C(=O)Nc1ccc2c(c1)OCCO2)N1Cc2ccccc2C1=O (stereo not drawn),21*,6%,-7%,2%,45%,31,3%
O=C(NCCCn1ccnc1)c1ccc(NS(=O)(=O)c2cccc([N+](=O)[O-])c2)cc1,nt,nt,-17%,0%,3%,nt,3%
COc1ccc(F)cc1S(=O)(=O)N1CCCC(C)C1 (stereo not drawn),-6,0%,-8%,-1%,-9%,-6,nt
O=c1[nH]c(CSc2nnc(COc3ccccc3)n2-c2ccccc2)nc2ccccc12,2,-4%,-22%,-39%,-15%,-5,-2%
Cc1nnc2c(N3CCN(C(=O)c4ccco4)CC3)nc3ccccc3n12,-3,1%,-8%,-4%,-27%,-2,32%[activator]
O=C(CN1CCCC1)OCCCC1CCCCC1,-2,-4%,-6%,-8%,-8%,-1,12%
Cc1nn(C(C)C(=O)O)c(=O)c2ccccc12 (stereo not drawn),6,-8%,-11%,5%,29%,-7,9.3µM*
Cc1ccc2c(c1)COc1c3ccc(C(=O)N4CCCCC4)cc3nn1-2,34*,-25%,49%,-12%,159%[activator],64,0%
CSCCC(NC(=O)COc1ccccc1)C(=O)N(C)Cc1ccc(Cl)cc1Cl (stereo not drawn),nt,nt,51%,2%,?,nt,?
O=C(CN1CCC(NC(=O)c2ccco2)CC1)Nc1cccc2ccccc12,1,1%,2%,-3%,?,-2,10µM*
Brc1nnc2n1-c1ccccc1Sc1ccccc1-2,0,1%,-20%,9%,12µM*,-9,8.3µM*
O=C(CSCc1ccco1)Nc1cc(C(F)(F)F)ccc1N1CCOCC1,1,9%,5%,-17%,?,-11,?

Screens (PubChem BioAssay)
